Source: PubChem
EPAC2 antag: blocks human EPAC2 exchange factor. Potency, µM (titrated, usually from 114 µM), for inactives: at the top dose activity, negative = inhibition, usual class: inhibitors. 360,000 compounds, 0.18% hits. EPAC2 GEF exchange of Rap1B-BODIPY-GDP, fluorescence; further: on the % scale 0 is the no-effect control and ±100 the full control effect; nearly all actives have a fitted effect of over 45% in size; many of its hits are not listed in these tables
Target sequence (Q8WZA2 whole entry, looked up): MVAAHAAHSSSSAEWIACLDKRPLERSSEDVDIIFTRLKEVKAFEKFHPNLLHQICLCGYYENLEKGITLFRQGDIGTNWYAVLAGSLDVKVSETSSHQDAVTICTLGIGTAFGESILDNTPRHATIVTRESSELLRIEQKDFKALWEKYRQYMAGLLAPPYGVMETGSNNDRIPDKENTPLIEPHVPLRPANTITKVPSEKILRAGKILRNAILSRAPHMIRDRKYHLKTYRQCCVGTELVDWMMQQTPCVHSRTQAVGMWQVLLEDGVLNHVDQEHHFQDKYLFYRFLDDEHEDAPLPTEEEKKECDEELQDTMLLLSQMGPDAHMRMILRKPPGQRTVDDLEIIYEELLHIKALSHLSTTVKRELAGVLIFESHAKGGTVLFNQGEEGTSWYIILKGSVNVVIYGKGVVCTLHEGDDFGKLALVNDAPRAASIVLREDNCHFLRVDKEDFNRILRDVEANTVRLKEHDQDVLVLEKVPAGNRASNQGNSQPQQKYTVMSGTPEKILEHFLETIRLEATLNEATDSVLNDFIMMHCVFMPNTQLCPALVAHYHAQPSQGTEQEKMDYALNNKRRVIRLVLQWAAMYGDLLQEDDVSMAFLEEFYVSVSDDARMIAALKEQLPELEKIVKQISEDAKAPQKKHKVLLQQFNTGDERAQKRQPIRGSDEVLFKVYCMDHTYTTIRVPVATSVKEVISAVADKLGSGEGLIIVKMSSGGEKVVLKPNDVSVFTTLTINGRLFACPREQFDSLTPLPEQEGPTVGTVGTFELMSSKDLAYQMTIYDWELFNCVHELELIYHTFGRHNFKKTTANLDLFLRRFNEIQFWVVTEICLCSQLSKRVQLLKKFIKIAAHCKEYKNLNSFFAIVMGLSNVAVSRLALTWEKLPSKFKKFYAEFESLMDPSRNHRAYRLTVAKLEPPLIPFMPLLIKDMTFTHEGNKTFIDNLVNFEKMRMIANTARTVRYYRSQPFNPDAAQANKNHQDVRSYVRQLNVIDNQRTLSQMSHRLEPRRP
TDP43 rescue: TDP-43 toxicity inhibition in yeast; Potency, µM (top dose mostly 46.1 µM), for inactives: at the highest dose growth rescue (activation), actives largely listed as activators; AID 652104; TDP-43 expressing yeast growth rescue, BacTiter-Glo, 24 h; 410,000 compounds, 1.8% hits; further: % of control where 0% means no effect; nearly all actives have a fitted effect of over 50% in size
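Cell-based yeast growth screen: TDP-43 expression induced in galactose, inoculum OD600=0.02 after raffinose pregrowth to mid-log. Read-out BacTiter-Glo luminescence at 24 hr, 30 deg C; inhibition of toxicity seen as signal increase.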
EPAC1 agonist: EPAC1 (human) agonism; O95398; EPAC1 agonist qHTS, biochemical assay; response scale: 100% = response to 6.5 mM cAMP; Potency, µM (highest dose often 154 µM), for inactives: top-dose activation, usual class: activators; 360,000 compounds, 0.073% hits; AID 720707; further: nearly all actives have a fitted effect of over 60% in size
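Read-out is the fluorescence drop as BODIPY-GDP leaves Rap1B (480 nm excitation, 540 nm emission), recorded every 5 minutes over 30 minutes. Reactions held 100 nM EPAC1, 250 nM Rap1B–BODIPY-GDP and 50 uM GDP, with 6.5 mM cAMP setting full activation.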
aSyn yeast inh: alpha-synuclein toxicity inhibition in yeast; 370,000 compounds, 0.14% hits; Potency, µM (series often up to 46.1 µM), for inactives: top-dose growth rescue (activation), actives largely listed as activators; AID 652106; Yeast expressing alpha-synuclein, growth rescue, BacTiter-Glo, 24 h; further: % of control where 0% means no effect; nearly all actives have a fitted effect of over 65% in size
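Galactose-induced alpha-syn yeast (OD600=0.02, raffinose-pregrown) + pinned cpd, 24 hr, 30 deg C; growth by BacTiter-Glo luminescence. Growth restoration scores as activation.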
PTHR1 agonist: PTHR1 (human) receptor agonism. Q03431. HEK293 GP2 PTHR1 cells, GloSensor cAMP luminescence, 1 h. Potency, µM (series often up to 115 µM), inactives show top-dose activation, actives largely listed as activators. 410,000 compounds, 0.075% hits. AID 743266; further: nearly all actives have a fitted effect of over 55% in size; some results filed as inactive show a strong effect at the top dose; inactives centre near -15; many of its hits are not listed in these tables
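HEK-293-derived GP2 cells expressing PTHR1 and a GloSensor cAMP reporter, 3,000/well, plated overnight, given luciferin plus IBMX (each 0.5 mM as added) for 1 h at 37 °C, then compound for 1 h at 37 °C. Luminescence was read after 15 min at room temperature.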
FUS yeast rescue: FUS proteinopathy suppression in yeast | S. cerevisiae FUS-expressing, growth rescue, OD600, 24 h | Potency, µM (top dose mostly 76.6 µM), for the others: at the highest dose growth rescue (activation), actives largely listed as activators | 390,000 compounds, 0.24% hits | AID 1347120;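 further: plate controls were DMSO vehicle for no effect and reference control for full effect; nearly all actives have a fitted effect of over 55% in size; some results filed as inactive show a strong effect at the top dose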
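S. cerevisiae expressing FUS from galactose induction served as the toxicity model. Growth after 24hr at 30C, read as absorbance at 600 nm, indicates suppression of toxicity; compounds dosed at several concentrations.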
EPAC1 antag: EPAC1 (human) antagonism; O95398; EPAC1 GEF assay, Rap1b-BODIPY-GDP exchange fluorescence; Potency, µM (series often up to 115 µM), without a hit: top-dose activity change, negative = inhibition, hits mostly inhibitors; 360,000 compounds, 0.14% hits;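 further: plate controls were vehicle for no effect and positive control for full effect; nearly all actives have a fitted effect of over 50% in size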
EPAC2 ag: agonists of human EPAC2 (RAPGEF4) | 360,000 compounds, 0.079% hits | Q8WZA2 | Potency, µM (top dose mostly 154 µM), for inactives: top-dose activation, hits mostly activators | EPAC2 activation, biochemical qHTS; response scale: 100% = 6.5 mM cAMP response | AID 720711; further: nearly all actives have a fitted effect of over 50% in size
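Readout is BODIPY fluorescence (480 nm excitation, 540 nm emission), which falls as labeled GDP is exchanged off Rap1B. EPAC2 at 100 nM acted on 250 nM RAP1B-BODIPY-GDP with 50 uM GDP present.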
* = called active by the depositor; i = inactive; ? = inconclusive; / = no result given; & = joins results of further samples; [ ] = remark or other dose. The call rests on the fitted dose curve; in most records, active means well fitted curve in the direction sought with a large enough effect; inconclusive means small, poorly fitted or top-dose-only effect, or another doubt; inactive means no such curve, though single readings can be large; an effect the other way counts as inactive or inconclusive. Potency means the concentration at half of the fitted maximal effect. A portion of the library (hit frequency here may not be typical).

Value order – EPAC2 antag, TDP43 rescue, EPAC1 agonist, aSyn yeast inh, PTHR1 agonist, FUS yeast rescue, EPAC1 antag, EPAC2 ag
OCCCNc1nnc(-c2ccccc2)c2ccccc12
    -3%, -14%, 1%, -5%, -10%, 3%, ?, 2%
ClC(Cl)(Cl)C1=NCc2nnn(Cc3ccccc3)c2N1
    7%, -4%, 0%, 1%, 0%, -2%, 15%, 6%
Cc1ccc2c(c1)C(=O)OC(C(=O)Nc1ncc(Cc3ccc(Cl)cc3)s1)C2 (centres undefined)
    /, 18%, /, 0%, i, -28%, /, /
COCCN(CCOC)C(=O)CN1C(=O)NC2(CCCc3sccc32)C1=O (centres undefined)
    5%, -1%, 1%, -4%, i, 1%, -6%, 9%
CCOc1ccccc1NC(=S)NC1CCCCC1
    -1%, 18%, 3%, -3%, i, /, -25%, 0%
O=C(CNC(=S)N(Cc1ccccc1)Cc1cccnc1)NC1CCCCC1
    6%, 11%, -9%, 6%, -8%, 14%, -18%, 4%
CC(C)C[C@@H](CN)NC(=O)c1nc[nH]c1C(=O)N[C@@H](Cc1ccccc1)C(=O)CNC[C@H](C)NC(=O)c1nc[nH]c1C(=O)N[C@@H](CC(C)C)C(=O)O
    10%, 10%, -23%, -1%, -15%, 37%, 1%, -1%
CCN(C(=O)COC(=O)C1CCN(S(=O)(=O)c2c(Cl)cccc2Cl)CC1)C1CCCCC1
    0%, 23%, 3%, 5%, 0%, 30%, -1%, 8%
CCOc1cccc(NC(=O)Cc2cccs2)c1
    3%, 14%, 2%, -14%, i, 14%, 1%, -2%
CCC(Sc1ncccc1C(=O)Oc1cccc([N+](=O)[O-])c1)C(=O)Nc1ccccc1OC (centres undefined)
    -7%, 3%, 17%, 9%, i, 13%, 0%, 10%

Value order – EPAC2 antag, TDP43 rescue, EPAC1 agonist, aSyn yeast inh, PTHR1 agonist, FUS yeast rescue, EPAC1 antag, EPAC2 ag
Cc1cc(C(=O)CN2C(=O)NC3(CCCC3)C2=O)c(C)n1-c1ccc2c(c1)OCO2
    3%, -28%, -8%, 8%, i, ?, -7%, 0%
Fc1cccc(Nc2ncnc3c2cnn3-c2ccccc2)c1
    -15%, 29%, -2%, -16%, -81%[inhibitor], -23%, -5%, 25%
COc1ccc(Cc2nc3ccc(C(=O)N(C)CC4COCCO4)cc3o2)cc1 (centres undefined)
    8%, -10%, 0%, -4%, -29%, -1%, -15%, 5%
Cc1ccc(C)c(OCCn2cc(C(=O)O)c3ccccc32)c1
    -8%, -9%, 2%, 0%, -16%, 16%, -8%, 1%
CCO[C@@H]1OC(C(=O)N2CCN(C)CC2)=C[C@H](c2csc3ccccc23)[C@H]1CCCO
    6%, 6%, 4%, 0%, -27%, -9%, -8%, 6%
CN1CCCC(OC(=O)COc2ccccc2)C1 (centres undefined)
    -3%, 5%, -4%, 1%, ?, 12%, -12%, 8%
CC(CCc1ccccc1)NC(=O)COC(=O)c1ccc(S(C)(=O)=O)c([N+](=O)[O-])c1 (centres undefined)
    -9%, 1%, -17%, -6%, -36%[inhibitor], 4%, ?, -10%
CCCCC(=O)Nc1ncc(Br)s1
    6%, 29%, -1%, 2%, i, 9%, 15%, 3%
CCc1ccc(NC(=O)C(NS(=O)(=O)c2cccc3nsnc23)c2ccccc2)cc1 (centres undefined)
    -21%, 16%&15%, 9%, 1%, -34%&-15%[inhibitor], 38%&16%, -9%, -3%
C[C@@H]1NC(=O)[C@@]2(C)[C@@H](c3ccccc3)[C@H]3COc4ccccc4[C@@H]3N2C1=O
    -6%, 8%, 0%, 0%, i, -8%, -10%, 8%

Reprinted from the part before: 5 compounds, followed by the next part.
Assay codes: A = EPAC2 antag; B = TDP43 rescue; C = EPAC1 agonist; D = aSyn yeast inh; E = PTHR1 agonist; F = FUS yeast rescue; G = EPAC1 antag; H = EPAC2 ag
> CN1CCCC(OC(=O)COc2ccccc2)C1 (centres undefined)
  A: -3%; B: 5%; C: -4%; D: 1%; E: ?; F: 12%; G: -12%; H: 8%
> CC(CCc1ccccc1)NC(=O)COC(=O)c1ccc(S(C)(=O)=O)c([N+](=O)[O-])c1 (centres undefined)
  A: -9%; B: 1%; C: -17%; D: -6%; E: -36%[inhibitor]; F: 4%; G: ?; H: -10%
> CCCCC(=O)Nc1ncc(Br)s1
  A: 6%; B: 29%; C: -1%; D: 2%; E: i; F: 9%; G: 15%; H: 3%
> CCc1ccc(NC(=O)C(NS(=O)(=O)c2cccc3nsnc23)c2ccccc2)cc1 (centres undefined)
  A: -21%; B: 16%&15%; C: 9%; D: 1%; E: -34%&-15%[inhibitor]; F: 38%&16%; G: -9%; H: -3%
> C[C@@H]1NC(=O)[C@@]2(C)[C@@H](c3ccccc3)[C@H]3COc4ccccc4[C@@H]3N2C1=O
  A: -6%; B: 8%; C: 0%; D: 0%; E: i; F: -8%; G: -10%; H: 8%
> COc1ccc(-n2c(SCC(=O)NNC(=O)c3ccc(C)cc3)nnc2-c2ccncc2)cc1
  A: 1%; B: 1%; C: -12%; D: 6%; E: i; F: 14%; G: -7%; H: 4%
> O=c1[nH]cnc(O)c1C(c1ccc(F)cc1)c1c(O)nc[nH]c1=O
  A: 4%; B: 13%; C: 3%; D: 0%; E: i; F: -10%; G: 0%; H: 9%
> COc1ccc(/C=N/OC(=O)c2ccc(Cl)cc2)c(Cl)c1OC
  A: 6%; B: -2%; C: 10%; D: -9%; E: -19%; F: -12%; G: 1%; H: 11%
> CCC(C(=O)OC)n1cnc2scc(-c3ccc(C)cc3)c2c1=O (centres undefined)
  A: -15%; B: -85%[inhibitor]; C: 1%; D: -45%[inhibitor]; E: 13%; F: 14%; G: -6%; H: 9%
> Cc1cccc(OCCNC(=O)c2cc(C3CC3)nc3c2cnn3C(C)C)c1
  A: 12%; B: 2%; C: -12%; D: -5%; E: 0%; F: -9%; G: -13%; H: 11%
> CSc1ncccc1C(=O)NCCc1ccccc1
  A: 10%; B: /; C: -7%; D: -2%; E: i; F: 13%; G: -6%; H: -11%
> O=C(CN1CCN(S(=O)(=O)c2ccc(Br)s2)CC1)N1CCCCC1
  A: 24%; B: 0%; C: 6%; D: -4%; E: -40%[inhibitor]; F: /; G: -14%; H: 15%
> CC(=O)CCC(=O)N1CCC(n2nccc2NC(=O)c2ccccc2C)CC1
  A: -13%; B: -30%[inhibitor]; C: -7%; D: -3%; E: 5%; F: /; G: -8%; H: -5%
> Cc1cc2nc(C3CCCCC3)c(Cc3ccsc3)n2c(C)c1Br
  A: 2%; B: 20%; C: 11%; D: 3.5µM*; E: -28%; F: -14%; G: -2%; H: 18%
> CC(=O)c1cccc(NC(=O)CSc2nc3ccccc3c(=O)n2CCCN2CCOCC2)c1
  A: 5%; B: 4%; C: 2%; D: 1%; E: -5%; F: 5%; G: -25%; H: 7%
> CCOCc1cn(CC(=O)c2ccc(Cl)cc2)c(C)nc1=N
  A: 0%[57.1 µM]; B: -9%; C: -1%; D: 1%; E: -3%[57.5 µM]; F: 4%; G: -2%; H: -20%
> N/C(=N\OC(=O)c1cccc2ccccc12)c1cccc([N+](=O)[O-])c1
  A: 0%; B: -4%; C: 5%; D: -1%; E: -8%[57.5 µM]; F: 10%; G: 3%; H: -2%
> O=C(CCc1ccc(S(=O)(=O)N2CCOCC2)cc1)OCc1nc2ccccc2s1
  A: 0%; B: -2%; C: 11%; D: 1%; E: 23%[57.5 µM]; F: 36%; G: -2%; H: 10%
> COCc1cc(=O)n2[nH]c(-c3ccccc3)cc2n1
  A: 10%; B: 12%; C: 6%; D: 4%; E: i; F: -8%; G: -6%; H: -2%
> O=C(COC(=O)CNS(=O)(=O)c1ccc(Br)cc1Cl)Nc1ccc(N2CCOCC2)cc1
  A: -4%; B: 22%; C: -1%; D: 0%; E: i; F: /; G: -11%; H: 6%
> FC(F)(F)C1=CC(c2ccc(Cl)cc2)=NCCN1
  A: 7%; B: -3%; C: -8%; D: -12%; E: -14%; F: -29%; G: 1%; H: 2%
> O=C(NCCCn1ccnc1)c1cc([N+](=O)[O-])cc([N+](=O)[O-])c1
  A: -3%; B: 11%; C: -3%; D: 4%; E: -10%; F: /; G: -10%; H: 8%
> CCOC(=O)C1=C(C)C(c2ccccc2)NC(=S)N1 (centres undefined)
  A: 3%; B: -17%; C: -3%; D: -10%; E: -5%[57.5 µM]; F: 23%; G: -4%; H: 2%
> Cc1ccc(NC(=O)Cn2c(=O)c3cccn3c3ccccc32)c(C)c1
  A: 9%; B: 7%; C: 1%; D: 5%; E: -2%; F: 26%; G: 12%; H: -4%
> O=C(Nc1ccccc1)c1ccc(-c2ccc(Br)cc2)o1
  A: 8%; B: 13µM*; C: 18%; D: -21%; E: i; F: 35%; G: -2%; H: 9%
> O=C(O)C1Nc2c(Cl)cc(Cl)c(Cl)c2C2C=CCC12 (centres undefined)
  A: 1%; B: -10%; C: 10%; D: 4%; E: i; F: -5%; G: ?; H: 2%
> CCOc1ccc(NC(=O)N2CC(C)OC(C)C2)cc1 (centres undefined)
  A: 3%; B: -8%; C: 3%; D: 5%; E: -3%; F: 9%; G: 8%; H: 7%
> CC(C)OCCCn1c(=S)[nH]c2cc3c(cc2c1=O)OCO3
  A: -18%; B: ?; C: -11%; D: -1%; E: i; F: 19%; G: 0%; H: -7%
> CC(=O)Nc1ccc(-c2ccnc3c2CC(C)(C(=O)Nc2ccc(C(C)C)cc2)O3)cc1 (centres undefined)
  A: -14%; B: 35µM*; C: 4%; D: -35%[inhibitor]; E: -5%; F: ?; G: -8%; H: 11%
> Cc1ccc(S(=O)(=O)N(Cc2cc3cccc(C)c3[nH]c2=O)c2ccccc2)cc1
  A: -4%; B: 5%; C: 9%; D: 1%; E: -2%; F: -23%; G: -10%; H: 5%
> C#CCOCCOCCOCCNc1nc(N2CCN(C(=O)C([C@@H](C)CC)n3cc(C(N)CO)nn3)CC2)nc(N2CCN(C(=O)C([C@@H](C)CC)n3cc(C(N)COC(=O)C(F)(F)F)nn3)CC2)n1 (some centres undefined)
  A: -7%; B: 14%; C: 5%; D: 0%; E: -23%; F: 15%; G: 6%; H: 3%
> CCN(CC(=O)NCc1cccs1)C(=O)/C=C/c1cccc(Br)c1
  A: -1%; B: -6%; C: 6%; D: 0%; E: i; F: 21%; G: 12%; H: -6%
> COCC(=O)N1CCC(c2nc3ccccc3[nH]2)CC1
  A: -1%; B: 2%; C: -5%; D: -2%; E: -24%; F: -42%; G: 3%; H: 3%
